FEN1 inhibitor: qHTS Assay for the Inhibitors of Human Flap endonuclease 1 (FEN1) | Potency, µM (titrated, usually from 114 µM), for the others: at the top dose activity change, negative = inhibition, actives largely listed as inhibitors | 0.35% of 390,000 active | P39748 | AID 588795, 2011 | Recombinant FEN1 flap cleavage, fluorescence, 15 min; also: nearly all actives have a fitted effect of over 65% in size
Target sequence (P39748 whole entry, looked up): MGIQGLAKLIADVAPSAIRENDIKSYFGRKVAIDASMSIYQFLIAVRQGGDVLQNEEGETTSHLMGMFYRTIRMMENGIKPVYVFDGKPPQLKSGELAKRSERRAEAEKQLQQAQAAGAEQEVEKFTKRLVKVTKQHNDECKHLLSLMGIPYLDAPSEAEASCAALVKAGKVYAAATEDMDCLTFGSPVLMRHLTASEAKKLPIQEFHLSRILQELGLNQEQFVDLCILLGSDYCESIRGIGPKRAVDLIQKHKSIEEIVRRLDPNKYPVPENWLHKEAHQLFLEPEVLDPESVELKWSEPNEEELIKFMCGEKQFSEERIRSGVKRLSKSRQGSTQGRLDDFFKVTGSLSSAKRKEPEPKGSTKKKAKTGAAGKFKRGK
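Compounds are tested as a concentration series against 10 nM FEN1; after a 15 min room-temperature preincubation, 50 nM substrate starts cleavage, with plate reads at 0 and 15 min. Normalized responses are fitted by a Hill equation.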
N370S GC: qHTS Assay for Inhibitors and Activators of N370S glucocerebrosidase as a Potential Chaperone Treatment of Gaucher Disease. Lysosomal acid glucosylceramidase (Homo sapiens), P04062. N370S GC spleen homogenate, 4MU-glucoside fluorescence. Potency, µM (series often up to 59.4 µM), for the others: top-dose activity change, negative = inhibition, usual class: inhibitors. 0.092% of 330,000 active. AID 2101, 2009;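 also: 0% = full enzyme activity and -100% = no enzyme basal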
TDP1 inh: qHTS Assay for Inhibitors of Tyrosyl-DNA Phosphodiesterase (TDP1); Potency, µM (doses to about 130 µM), without a hit: top-dose activity change, negative = inhibition, actives largely listed as inhibitors; Tyrosyl-DNA phosphodiesterase 1 (Homo sapiens), Q9NUW8; 0.28% of 350,000 active; recombinant TDP1, AlphaScreen DNA substrate cleavage; also: nearly all actives have a fitted effect of over 40% in size
Target sequence (Q9NUW8 whole entry, looked up): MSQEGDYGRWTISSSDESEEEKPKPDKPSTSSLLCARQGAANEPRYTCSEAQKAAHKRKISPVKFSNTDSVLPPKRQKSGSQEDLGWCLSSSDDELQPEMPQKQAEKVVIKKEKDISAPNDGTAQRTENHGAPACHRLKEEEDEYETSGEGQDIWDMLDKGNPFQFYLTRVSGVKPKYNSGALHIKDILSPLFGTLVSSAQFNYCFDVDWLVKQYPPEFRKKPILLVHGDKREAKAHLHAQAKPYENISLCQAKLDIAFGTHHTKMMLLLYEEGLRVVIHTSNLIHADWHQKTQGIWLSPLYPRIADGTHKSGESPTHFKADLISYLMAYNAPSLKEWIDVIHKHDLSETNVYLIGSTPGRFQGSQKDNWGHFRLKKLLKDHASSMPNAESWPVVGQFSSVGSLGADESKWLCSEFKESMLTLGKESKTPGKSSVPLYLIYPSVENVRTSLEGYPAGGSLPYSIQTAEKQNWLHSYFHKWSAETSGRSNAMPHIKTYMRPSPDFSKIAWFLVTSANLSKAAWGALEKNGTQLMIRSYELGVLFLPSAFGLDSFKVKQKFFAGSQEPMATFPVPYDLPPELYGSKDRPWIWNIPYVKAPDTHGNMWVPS
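Signal: AlphaScreen proximity between streptavidin donor and anti-FITC acceptor beads on intact substrate. Reaction: Tdp1 1 nM, substrate 15 nM final, 5 min RT after 15 min compound preincubation.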
Active calls of the source: *; ? = inconclusive; / = no result given; & = joins results of further samples; [ ] = dose if it differs, or a comment. Calls follow the shape of the dose curve; as a rule, active = well fitted curve in the direction sought with a large enough effect; inconclusive = small, poorly fitted or top-dose-only effect, or another doubt; inactive = no such curve, though single readings can be large; an effect the other way counts as inactive or inconclusive. Unless noted, % is scaled to controls: 0 for no effect and ±100 for the full control effect; potency is read from the fitted curve at half-maximal effect.

SMILES	FEN1 inhibitor	N370S GC	TDP1 inh
Cc1cccc2c1N(CCCOc1ccccc1)C(=O)C2=O	-9%	-4%	8%
COc1ccc(NC(=O)c2nc[nH]c2C(=O)N[C@@H](C)C(=O)OC(C)(C)C)cc1	-2%	17%	2%
Cc1cc(-c2ccc(C)c(S(=O)(=O)NC(c3cccs3)C(C)C)c2)on1 (stereo not drawn)	-22%	/	8%
Cc1ccc(NC(=O)CSc2ccc(-c3cccnc3)nn2)cc1	-1%	9%	0%
Cc1ccc2c(c1)N(CCCC(=O)Nc1cccc(C(F)(F)F)c1)C(=O)CO2	4%&-29%	-2%	-1%&1%
O=C(NNc1ncnc2c1cnn2-c1ccccc1)c1cccc(Cl)c1	11%	/	8%
CC(C)(C)S(=O)(=O)/C(C#N)=C/Nc1ccccn1	8%	7%	4%
CC(C)c1ccccc1NC(=O)Nc1ccc2c(c1)OCO2	-5%	0%	4%
COc1ccc(NC(=O)CN(C)C(=O)C(NC(=O)c2ccco2)C(C)C)cc1 (stereo not drawn)	-2%	0%	-9%[0.505 µM]
C=CCN(CC=C)C(=O)c1c(OC)cccc1OC	0%	3%	0%
COc1ccc(NS(=O)(=O)c2ccc(-n3nnc4ccccc43)c([N+](=O)[O-])c2)cc1	5%	-10%	7%
CCCC(C(=O)NC(C)(C)C)N(CCN1CCOCC1)C(=O)CNS(=O)(=O)c1ccccc1 (stereo not drawn)	-4%	-12%	0%
CCN(C(=O)COC(=O)c1cc(S(=O)(=O)N2CCOCC2)ccc1F)C1CCS(=O)(=O)C1 (stereo not drawn)	-3%	-10%	/
COC(=O)C1=NN(C(=O)c2cccc(Cl)c2)C(O)(C(C)(C)C)C1 (stereo not drawn)	14%	-11%	5%
CCNC(=O)CC1C(=O)N(c2ccc(F)cc2)C(=O)N1CCOC (stereo not drawn)	-3%	/	6%
O=C(NCCc1nccs1)C1CCC(=O)N(Cc2cccc(C(F)(F)F)c2)C1 (stereo not drawn)	2%	-2%	1%
Cc1cccc(N2CCN(c3nc4ccccc4c4nc(-c5cccnc5)nn34)CC2)c1C	2%	/	3%
Cc1ccc(S(=O)(=O)CCC(=O)OCC(=O)c2cc(C)ccc2C)cc1	-12%	-8%	/
O=S1(=O)NC(=NCCOCCO)c2ccccc21	1%	2%	0%
O=C(C1CCC1)N1CCc2cc(S(=O)(=O)Nc3ccc4c(c3)OCCO4)ccc21	5%	?	4%
CC(=O)c1ccc(NC(=S)N2CCN(C(=S)Nc3ccc(C(C)=O)cc3)C(C)C2)cc1 (stereo not drawn)	1%	16%	9%
CCOc1ccc(C(=O)c2cn(CC(=O)Nc3cccc(OC)c3)c3cc4c(cc3c2=O)OCCO4)cc1	-1%	/	9%
Cc1cc(C(=O)N2CCc3ccccc32)c2ccccc2n1	-8%	6%[2.35 µM]	4%
CC(C)COC(=O)c1ccccc1OC(=O)c1ccncc1	0%	-12%	2%
COc1ccccc1CNC(=O)CSc1nc(=O)n(Cc2ccncc2)c2c1CCC2	0%	-1%	-3%
COc1ccc(S(=O)(=O)N2CCN(C(=O)c3ccco3)CC2)cc1C(C)(C)C	12%	5%	/
COC(=O)c1ccc(-c2ccc([C@H]3[C@H]4C=CC[C@@H](C)[C@@H]4C(=O)N3Cc3ccccc3)c(F)c2)cc1	13%	2%	-4%
COc1cc(C(=O)NC2CCCNC2)cc(OC)c1OC (stereo not drawn)	/	16%	3%
COc1ccc(C2=NN(CC(=O)Nc3ccccc3C)C(=O)CC2)cc1	-11%	-1%	3%
CN1C2Cc3c(n(C)c4ccccc34)C1CC=C2CO (stereo not drawn)	0%	/	0%
CC(C)C[C@H](NC(=O)c1nc[nH]c1C(=O)N[C@@H](CCCCNC(=O)OC(C)(C)C)C(=O)OC(C)(C)C)C(=O)OCc1ccccc1	0%	3%	/
O=C(NCc1cccs1)c1ccc(CSc2nc3ccncc3n2Cc2ccccc2)cc1	13%	/	5%
Cc1cc(C)nc(-n2nc(C)cc2Nc2ccccc2)n1	3%	24%	9%
Cc1cc(=O)oc(C)c1C(=O)OCC(=O)c1ccc(Br)cc1	-10%	27%	-4%
O=[N+]([O-])c1ccccc1S(=O)(=O)N1CCCc2ccccc21	5%	-7%	/
C/C(=N/NC(=O)CNC(=O)COc1ccccc1)c1ccc(Cl)cc1	-7%	-10%	0%
COc1ccccc1NC(=O)CC1Nc2ccccc2NC1=O (stereo not drawn)	6%	22%	8%
Cc1onc(-c2ccccc2)c1C(=O)NC(CC(=O)O)c1ccc(OC(C)C)cc1 (stereo not drawn)	4%	-5%	6%
O=C(O)CC/C(=C\c1cccc(NC(=O)c2ccccc2Cl)c1)c1nc2ccccc2s1	-9%	?	/
Cn1nccc1NC(=O)COCC(=O)O	-12%	-8%	-1%

Overlap with the part before: 6 entries, then new ones.
SMILES	FEN1 inhibitor	N370S GC	TDP1 inh
O=[N+]([O-])c1ccccc1S(=O)(=O)N1CCCc2ccccc21	5%	-7%	/
C/C(=N/NC(=O)CNC(=O)COc1ccccc1)c1ccc(Cl)cc1	-7%	-10%	0%
COc1ccccc1NC(=O)CC1Nc2ccccc2NC1=O (stereo not drawn)	6%	22%	8%
Cc1onc(-c2ccccc2)c1C(=O)NC(CC(=O)O)c1ccc(OC(C)C)cc1 (stereo not drawn)	4%	-5%	6%
O=C(O)CC/C(=C\c1cccc(NC(=O)c2ccccc2Cl)c1)c1nc2ccccc2s1	-9%	?	/
Cn1nccc1NC(=O)COCC(=O)O	-12%	-8%	-1%
Cc1cccc(N2CCN(C(=O)c3cccc(-n4c(C)nc5cccnc54)c3)CC2C)c1 (stereo not drawn)	-1%	/	6%
Cn1c(=O)c2cc(S(=O)(=O)NCCC(=O)Nc3ccccc3F)ccc2n(C)c1=O	9%	0%	3%
CCOC(=O)c1c(S(=O)(=O)NCC2CCN(CCc3cccs3)CC2)c(C)n(C)c1C	6%	2%	2%
COc1ccc(C(CNCC(O)COc2c(C)ccc(C)c2C)N(C)C)cc1 (stereo not drawn)	-1%	-18%	/
O=C(NCC1CCCN1S(=O)(=O)c1ccccc1)C(=O)NC1CC1 (stereo not drawn)	-3%	9%	/
O=C(COC(=O)Cc1ccc(Cl)cc1)NCCc1ccccc1	3%	/	-4%
CN(c1ccccc1)c1nc(N)c([N+](=O)[O-])c(Nc2ccc(F)cc2)n1	4%	0%	/
COc1ccccc1C(=O)Nc1nnc(-c2ccc3c(c2)CCCC3)o1	9%	?	11%
CCC(=O)OCC(=O)C1(OC(=O)CC)C(C)CC2C3C(Cl)CC4=CC(=O)C=C[C@@]4(C)C3C(O)C[C@@]21C (stereo partly drawn)	/	-5%	8%
O=C(Nc1cccnc1)c1cc(-c2ccc(Br)cc2)on1	-3%	-15%	3%
Cc1ccc(Cl)cc1N1CCN(S(=O)(=O)c2cnc[nH]2)CC1	13%	-15%	5%
COc1cccc(COc2ccc3c(C)cc(=O)oc3c2)c1	3%	5%	/
CCCC(=O)NCCc1nc2ccccc2n1Cc1c(F)cccc1Cl	17%	/	6%
CCS(=O)(=O)N1CCN(C(=O)CCC2CCCC2)CC1	-9%	22%	5%
COc1cc2c(cc1OC)-c1cc3cc(OC)c(OC)cc3c(=O)n1CC2	/	?	8%
O=C(CCS(=O)(=O)c1ccc(F)cc1)Nc1nnc(-c2ccco2)o1	2%	3%	1%
CS(=O)(=O)N1CCN(CCN2C(=O)c3cccc4cccc(c34)C2=O)CC1	-16%	-12%	6%
C/C(Cn1cnc([N+](=O)[O-])n1)=N\NC(=O)c1ccc(F)cc1	10%	1%	7%[56.1 µM]
COc1ccc(CN2CCN(C(=O)c3ccc4c(c3)CCC4)CC2)cc1OC	-1%	/	0%
CN(C(=O)CSc1nnc(Cc2ccccc2F)n1N)C1CCCCC1	-1%	/	1%
O=c1oc2c(CN3CCCCCC3)c(O)ccc2cc1-c1nc2ccccc2[nH]1	/	-5%	2%
COc1cc(-c2cc(C(=O)Nc3ccc(S(=O)(=O)Nc4ncccn4)cc3)c3ccccc3n2)cc(OC)c1OC	-22%	-4%	1%
COc1ccc(NC(=O)Nc2ccccc2SC)cc1	14%	9%	-3%
CCOc1cccc(/C=N/NC(=S)NCCN2CCOCC2)c1O	14%	-7%	7%
COc1cccc(/C=C2\SC(=S)N(CC3CCCO3)C2=O)c1 (stereo not drawn)	-12%	5%	8%
Cc1ccnc(NC(=O)c2cccc(OC(F)F)c2)n1	-15%	-5%	5%[0.0935 µM]
Cc1ccc(C(=O)Nc2ccc3c(c2)OCO3)cc1	-13%	8%	3%
O=S(=O)(c1ccc(Br)cc1Cl)N1CCN(CCO)CC1	-3%	-6%	5%
CC(C)CN(C(=O)COC(=O)CCc1nc2ccccc2s1)c1c(N)n(Cc2ccccc2)c(=O)[nH]c1=O	-2%	-1%	-14%[0.505 µM]
COc1ccc(C(=O)Nn2c(SCc3cccc([N+](=O)[O-])c3)nc3ccccc3c2=O)cc1	-12%	-12%	5%
Cc1ccc(CCNC(=O)c2nnn(-c3cc(C)cc(C)c3)c2N)cc1	0%	-2%	-3%
CCOC(=O)c1sc(SC)c(C(C)=O)c1C	5%	-22%	-4%
CCCCN(CC)C(=O)Cn1c(=O)n(-c2ccc(OCC)cc2)c(=O)c2c3c(sc21)CCCC3	-19%	/	2%
Cc1nc(C(=O)NCCCO)cc2c1[nH]c1ccccc12	-19%	-20%	/
Nc1[nH]ncc1-c1ccccc1	12%	0%	5%
Cc1cc(C)c(NC(=O)CS(=O)CC(=O)N2CCN(c3cccc(C)c3C)CC2)c(C)c1 (stereo not drawn)	-2%	-9%	/
COc1ccc2c(c1)OC[C@H]1[C@H]2N2C(=O)c3ccc(C)cc3NC(=O)[C@@]2(C)[C@H]1c1ccccc1	12%	/	2%
Cc1ccc(NC(=O)c2cc(S(=O)(=O)NCCc3ccccc3)ccc2F)cc1Cl	-20%	1%	-4%
CCN1C(=O)N(CC)C2C1N(CO)C(=O)N2CO (stereo not drawn)	5%	10%	8%
Cc1ccc(NCC(=O)c2ccc([N+](=O)[O-])cc2)cc1	-4%	-2%	8%

Copied from the list.
Under FEN1 inhibitor, `COc1cc(-c2cc(C(=O)Nc3ccc(S(=O)(=O)Nc4ncccn4)cc3)c3ccccc3n2)cc(OC)c1OC` reads -22%
Under N370S GC, `Cc1ccc(CCNC(=O)c2nnn(-c3cc(C)cc(C)c3)c2N)cc1` reads -2%

Just FEN1 inhibitor and N370S GC, for 3 of the compounds above:
SMILES | FEN1 inhibitor | N370S GC
Cc1cccc2c1N(CCCOc1ccccc1)C(=O)C2=O | -9% | -4%
COc1ccc(CN2CCN(C(=O)c3ccc4c(c3)CCC4)CC2)cc1OC | -1% | /
COc1ccc(C2=NN(CC(=O)Nc3ccccc3C)C(=O)CC2)cc1 | -11% | -1%

Further structures follow.
SMILES	FEN1 inhibitor	N370S GC	TDP1 inh
CC1(C)Cc2nc3sc4c(=O)n(Cc5ccccc5)cnc4c3cc2CS1	0%	23%	3%
CN1CCN(C(=O)c2cc(Br)cn2C)CC1	5%	-11%	/
C/C(=N/Nc1ccnc2cc(Cl)ccc12)c1ccc(O)cc1	?	-17%	7%
O=C(/C=C/c1ccc([N+](=O)[O-])cc1)OCC(=O)N1CCCC1	1%	/	1%
CCOC(=O)c1c(SCc2ccccc2)n[nH]c1N	20%	7%	/
O=C(CSc1ncnc2sccc12)NC1CCS(=O)(=O)C1 (stereo not drawn)	-2%	/	0%

Source: PubChem (National Center for Advancing Translational Sciences (NCATS))
